# Screens from PubChem.
# 14-3-3 PPI: alters human 14-3-3 gamma binding to Raf peptide. FP, 14-3-3gamma / TMR-pS259-Raf peptide binding. inhibition, % at 40 µM. actives 0.19% (n = 160,000); in the data active = inhibition above about 30%;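 note: 0% = protein plus tracer without compound and 100% = blank with tracer alone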
# Target sequence (P61981 whole entry, looked up): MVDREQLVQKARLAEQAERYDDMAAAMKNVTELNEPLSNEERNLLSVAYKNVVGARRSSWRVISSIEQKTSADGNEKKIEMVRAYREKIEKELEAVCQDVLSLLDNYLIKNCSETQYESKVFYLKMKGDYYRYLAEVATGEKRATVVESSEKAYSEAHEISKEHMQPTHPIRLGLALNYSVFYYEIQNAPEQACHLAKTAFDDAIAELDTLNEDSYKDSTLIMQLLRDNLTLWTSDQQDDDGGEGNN
# Active calls of the source: *; & = joins results of further samples. A portion of the library, so the mix of outcomes need not match the whole.
14-3-3 PPI	SMILES
-9	COc1ccc(N2C(=O)c3ccccc3NC2c2ccc(-c3ccccc3[N+](=O)[O-])o2)cc1 (configuration not stated)
-4	COCCCn1c(=N)c(C(=O)NC(C)c2ccccc2)cc2c(=O)n3cccc(C)c3nc21 (configuration not stated)
-11	CCC(=O)Nc1nc(-c2ccc(Br)cc2)nc2c1c(=O)oc1ccccc12
-3&-10	Cc1cc(C)n2c(SCc3ccc(C#N)cc3)nnc2n1
-13	NC(=O)CSc1nnc(C2CC2)n1Cc1ccccc1
-12	COc1ccc2nc3sc(C(=O)NCCC4=CCCCC4)cc3cc2c1
-11	COc1cccc(CNC(=O)Cn2nc(-c3ccc(Cl)cc3)ccc2=O)c1
-62	O=[N+]([O-])c1ccc(N2CCN(S(=O)(=O)c3ccc4ccccc4c3)CC2)c(C(F)(F)F)c1
-3	Oc1ccccc1C1CC(c2cccs2)=NC(c2ccc(Br)cc2)N1 (configuration not stated)
6	COc1ccc(Br)cc1C=C1CCCC2=C1Nc1ncnn1C2c1cc(Br)ccc1OC (configuration not stated)
9	Cc1cc(S(=O)(=O)N2CCCCC2)ccc1Br
1	CCN(C=Nc1sc2c(c1C#N)CCCCC2)CC
-11	COc1ccc(C2C(CC(=O)O)=C(O)C(=O)N2c2ccccc2)cc1 (configuration not stated)
-8	CCOc1ccc(-c2cc(CCCC(=O)NCc3ccco3)no2)cc1
5	COc1ccc(C2CC(C(F)(F)F)n3ncc(C(=O)Nc4cc(C)cc(C)c4)c3N2)cc1OC (configuration not stated)
-10	CCCCCCOC(=O)C1=C(C)NC(=O)NC1c1cccc([N+](=O)[O-])c1 (configuration not stated)
3	COc1cc(C2C(N3C(=O)c4ccccc4C3=O)C(=O)N2c2ccc(C)cc2)cc(OC)c1OC (configuration not stated)
-2	Cc1ccc(S(=O)(=O)N2CCN(S(=O)(=O)c3ccc(C)c([N+](=O)[O-])c3)C2)cc1
-6	CC1CC(C)CN(S(=O)(=O)c2ccc(Oc3ccc([N+](=O)[O-])cc3)cc2)C1 (configuration not stated)
8	CCC1CCc2nc3sc(C(=O)Nc4cccc(F)c4)c(N)c3cc2C1 (configuration not stated)
-2	COc1ccc(C(c2nnnn2C2CCCC2)N2CCC(C)CC2)cc1 (configuration not stated)
13	CCc1ccc(NC(=O)c2cc3cc4cc(OC)ccc4nc3o2)cc1
-2	Cn1c(OCc2cccnc2)nc2c1c(=O)n(Cc1ccc(F)cc1)c(=O)n2C
7	Cc1cc(C)cc(OCC(=O)N2CCCCCC2)c1
0	O=C(c1ccco1)N1CCN(c2nc3ccccc3c(=O)n2-c2ccc(Cl)cc2)CC1
0&4	COc1ccc(-c2cc(C(=O)NCC(C)C)no2)cc1
-127	O=C(Nc1ccc(OC(F)(F)F)cc1)C1CCN(S(=O)(=O)c2cccc3nonc23)CC1
1	CC(C)C(c1nnnn1CC1CCCO1)N1CCN(Cc2ccc3c(c2)OCO3)CC1 (configuration not stated)
-4	C=CCN1C(=O)CC(c2ccccc2)=Nc2ccc(C)cc21
-3	COC(=O)CSc1nnc(C2COc3ccccc3O2)n1-c1ccccc1 (configuration not stated)
-5	Cc1ccc(C(=O)C2=C(O)C(=O)N(Cc3cccnc3)C2c2ccc(N(C)C)cc2)o1 (configuration not stated)
5	CCOC(=O)c1c(C)nc2c(C#N)cnn2c1C
-6	Cc1cc(C)nc(N2CCC(CNC(=O)CCc3ccccc3)CC2)n1
-10	C[N+]1(CCOS(=O)C23CC4CC(CC(C4)C2)C3)CCOCC1 (configuration not stated)
-1	Cc1ccc(C)c(S(=O)(=O)N2CCC(c3nc4c(nnn4Cc4ccc(F)cc4)c(=O)[nH]3)CC2)c1
-3&-10	COc1ccc(-c2ccc(=O)[nH]n2)cc1
-9	COc1ccc(Cc2nnc(NC(=O)Nc3ccc(Cl)cc3)s2)cc1OC
-6	CCOc1ccccc1C(=O)Nc1ccccc1O
-20	Cc1ccc(SCc2cn3cccnc3n2)cc1
-6	O=C(CSc1nc(-c2ccccc2)cc(=O)[nH]1)Nc1ccccn1
0	CCCCn1ccc(=N)cc1
1	CCCN(CCC)S(=O)(=O)c1ccc(C(=O)NCc2ccc3c(c2)OCO3)cc1
-11	COc1cc(-c2nnc(SCC(=O)Nc3cc(C)on3)n2C)cc(OC)c1O
-6	COc1ccccc1C(=O)N/C(=N/c1nc(C)cc(C)n1)Nc1ccccc1
-5	Cc1c(NC(=O)c2ccc(CN(c3ccccc3)S(C)(=O)=O)cc2)c(=O)n(-c2ccccc2)n1C
4	Cn1cnc2cc(NS(=O)(=O)c3ccc(Br)cc3)ccc21
-7	O=C1CCCC2=C1C(c1cccs1)n1nc(Cc3ccccc3)nc1N2 (configuration not stated)
-5	O=C(CSc1nc2ccccc2c(=O)n1C1CCCCC1)Nc1ccccc1Cl
-4	CCC(=O)OCCNc1cc(SC(C)C)c2nonc2c1[N+](=O)[O-]
-4	CCc1nnc(NC(=O)CSc2nnc(C)n2CC2CCCO2)s1 (configuration not stated)

# Going on with the list:
14-3-3 PPI	SMILES
-4	Cc1ccccc1N1CCN(Cc2cccc(C(=O)O)c2)CC1
-10	Cc1ccc(C(=O)Nc2ccccc2C(=O)NC(C)C(=O)O)cc1 (configuration not stated)
2	O=C(Nc1ccccc1[N+](=O)[O-])c1cnc2n(c1=O)CCS2
-30	N#Cc1cccc(NC(=O)Nc2cccs2)c1
3	Cc1ccc(C)c(NS(=O)(=O)c2cc(C(N)=O)ccc2C)c1
-5	CCC(=O)c1cc2c(cc1NC(=O)c1cccc(Cl)c1)OCCO2
-2	COc1cc2c(cc1OC)/C(=C/C#N)NC(C)(C)C2
-4	O=C(/C=C/c1ccc(O)c(O)c1)OCCc1ccccc1
-3	O=C(CSc1nc2c(cnn2-c2ccccc2)c(=O)[nH]1)N1CCCC1
5	Cc1cc(N2CCN(C(=O)c3ccco3)CC2)n2ncc(-c3ccccc3)c2n1
-4	Cc1ccc(NC(=O)Cn2cccc2)cc1Cl
-3	COc1cc(Nc2nc(SCC(=O)c3ccc(F)cc3)nc3ccccc23)cc(OC)c1OC
-7	CCOc1ccccc1NC(=O)c1cc(S(=O)(=O)N(CC)c2ccccc2)ccc1F
-1	O=C(Nc1ccc(Cl)cc1)c1ccc(S(=O)(=O)N2CCc3ccccc3C2)cc1
6	CCCCC(CC)C(=O)Nc1ccc(Cl)cn1 (configuration not stated)
-18	O=C(Nc1ccccn1)c1cccc(S(=O)(=O)N2CCOCC2)c1
3	CCOC(=O)c1oc2c(O)c(O)ccc2c(=O)c1-c1nncn1-c1ccccc1
1	O=C(CN(C(=O)CCC(=O)Nc1nccs1)c1ccc(F)cc1)NCC1CCCO1 (configuration not stated)
-15	COCN(C#N)c1nc(OC)nc(OC)n1
-4	COc1cc(NC(=O)c2cc3c(COC(C)=O)cnc(C)c3oc2=Nc2ccccc2)cc(OC)c1
2	CCN1CCN(c2oc(COc3ccc(-c4ccccc4)cc3)nc2C#N)CC1
-5	CCOC(=O)C(Cc1c[nH]c2ccccc12)NC(=O)c1ccco1 (configuration not stated)
-3	NC(=O)c1ccccc1NC(=O)c1ccccc1CCc1ccccc1
-6	Cc1cc2c(cc1C)/C(=C\C(N)=O)NC(C)(C)C2
8	COc1cc(C(=O)Nc2nc3c(s2)CC(C)CC3)cc(OC)c1OC (configuration not stated)
2	CN(C(=O)c1coc(=O)c2ccccc12)c1ccccc1Cl
-3	O=C(NCc1ccco1)C(=O)NCC1OCCc2ccccc21 (configuration not stated)
-1	CCN(CC)CCNC(=O)C1CCCN(c2nc3ccc(OC)cc3s2)C1 (configuration not stated)
-30	CCCCc1ccc(-n2c(N)c(C(=O)OC)c3nc4ccccc4nc32)cc1
-3	COc1cccc(C2C(C(=O)Nc3ccc(C)cn3)=C(C)NC3=C2C(=O)CCC3)c1 (configuration not stated)
8	CCCc1ccc(-c2ccc(C(=O)Nc3cccc([N+](=O)[O-])c3)cc2)nc1
-2	CCN1C(=O)CC(N2CCN(c3ccc(Cl)cc3)CC2)C1=O (configuration not stated)
-3	CC(O)c1nc2ccccc2n1C1CCCCC1 (configuration not stated)
2	CCOC(=O)Cc1csc(NC(=O)CSc2nnnn2-c2ccc(CC)cc2)n1
-11	CC(C)C(=O)Nc1cccc(NC(=O)CCN2C(=O)c3ccccc3S2(=O)=O)c1
-2	COCCn1c(SCc2ccccc2F)nc2cc(C(=O)OC)ccc2c1=O
-7	CCn1cc(C(=O)NC2CCCC2)c(=O)c2cc(S(=O)(=O)N3CCOCC3)ccc21
-6	COc1cc2nc3c4ccccc4n(CCC(C)C)c3nc2cc1OC
3	CCCCOc1[nH]c2nc(-c3ccco3)n(Cc3ccco3)c(=N)c2c1C#N
-1	COc1ccc(CCNC2CC(=O)N(CCc3ccccc3)C2=O)cc1OC (configuration not stated)
-225	COc1ccc(CCNC(=O)C2CCN(S(=O)(=O)c3cccc4cccnc34)CC2)cc1OC
3	Cc1ccccc1Nc1nc(N2CCOCC2)c2ccccc2n1
-6	COC(=O)c1c(NC(=O)c2ccc(OCc3ccccc3Cl)c(OC)c2)sc(C)c1C
-4	CC(C)c1ccc(NC(=O)C(c2ccccc2)N2CC(=O)Nc3ccccc32)cc1 (configuration not stated)
-2	COc1ccc(NC(=O)C2=C(C)NC(=S)NC2c2ccc(F)cc2)c(OC)c1 (configuration not stated)
5	O=C(Nc1ccc2c(c1)OCO2)N1CCN(c2cccc(C(F)(F)F)c2)CC1
-2	COc1ccccc1C1C=C(c2ccc(Cl)cc2)Nc2nc(NS(C)(=O)=O)nn21 (configuration not stated)
-2	NCCNc1ccc([N+](=O)[O-])cc1Cl
-18	COC(=O)c1c(C)oc2ccc(NS(=O)(=O)c3cc(C)ccc3C)cc12
1	CCN(CC)C(=O)CCNS(=O)(=O)c1cccs1

# Next part:
14-3-3 PPI	SMILES
-10	Cc1cc2c(cc1C)NC(CC(=O)NC(N)=O)C(=O)N2 (configuration not stated)
-29	Cc1cc(C2c3c(n(C)c(=O)n(C)c3=O)N=C3c4ccccc4C(=O)C32)cc(C)c1O (configuration not stated)
-5	Cc1ccccc1NC(=O)c1c(NC(=O)Cc2ccccc2)sc2c1CCC(C)C2 (configuration not stated)
-3	Cc1c(OC(=O)c2ccccc2)ccc2c3c(c(=O)oc12)CCC3
7	CCC(Oc1ccccc1)C(=O)NCc1cccnc1 (configuration not stated)
2&-5	Cc1cccc(N(C(=O)c2cnc3n(c2=O)CCS3)C2CCCCC2)c1
-6	Cc1nn(Cc2ccccc2)c(=S)n(Cc2ccccc2)c1=O
-6	COc1cc(C(=O)NCc2n[nH]c(=S)n2-c2cccc(C(F)(F)F)c2)cc(OC)c1OC
-8	CCOC(=O)c1c(C)nn2c1NC(c1ccc(Cl)cc1)CC2C(F)(F)F (configuration not stated)
-6	CSc1sc(C)cc1C1C(C(=O)Nc2cccc(C)n2)=C(C)NC2=C1C(=O)CC(c1ccccc1)C2 (configuration not stated)
-4	C=CCOc1ccc(C2/C(=C(\O)c3ccccc3)C(=O)C(=O)N2c2nnc(C)s2)cc1 (configuration not stated)
-2	COc1ccc(N2C(=O)NC3CC2(C)Oc2ccc(Br)cc23)cc1 (configuration not stated)
-6	Cc1ccnc2c(N3C(=O)C4C5c6ccccc6C(c6ccccc65)C4C3=O)cccc12 (configuration not stated)
0	CCOC(=O)c1ccc(NC(=O)NC2CCN(CC(=O)NCc3ccc4c(c3)OCO4)CC2)cc1
-1	CCC(=O)N1CCc2cc(Br)cc(S(=O)(=O)CCC(=O)N3CCOCC3)c21
-1	CCCOc1ccc(C2C(C#N)=C(N)Oc3nc[nH]c(=O)c32)cc1OC (configuration not stated)
-7	CCOc1ccc(S(=O)(=O)n2ccnc2)c2ccccc12
-1	Cc1cccc(NC(=O)CN(C)S(=O)(=O)c2ccc(Cl)cc2)n1
-11	COCCOC(=O)c1c(C)oc2ccc(NS(=O)(=O)c3cccc([N+](=O)[O-])c3)cc12
-1	CCOC(=O)c1cnc(-n2nc(C)cc2C)nc1Nc1ccc(N(C)C)cc1
